FLuc inhib CS = inhibits firefly luciferase, flagging false hits in luciferase inhibition screens. inhibition, % at 10 µM. P08659. AID 1006. ATPLite firefly luciferase biochemical luminescence, 10 min. actives 1.5% (n = 200,000);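 active means inhibition above about 50% when tested at 10 µM, limit read from the data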
Target sequence (P08659 whole entry, looked up): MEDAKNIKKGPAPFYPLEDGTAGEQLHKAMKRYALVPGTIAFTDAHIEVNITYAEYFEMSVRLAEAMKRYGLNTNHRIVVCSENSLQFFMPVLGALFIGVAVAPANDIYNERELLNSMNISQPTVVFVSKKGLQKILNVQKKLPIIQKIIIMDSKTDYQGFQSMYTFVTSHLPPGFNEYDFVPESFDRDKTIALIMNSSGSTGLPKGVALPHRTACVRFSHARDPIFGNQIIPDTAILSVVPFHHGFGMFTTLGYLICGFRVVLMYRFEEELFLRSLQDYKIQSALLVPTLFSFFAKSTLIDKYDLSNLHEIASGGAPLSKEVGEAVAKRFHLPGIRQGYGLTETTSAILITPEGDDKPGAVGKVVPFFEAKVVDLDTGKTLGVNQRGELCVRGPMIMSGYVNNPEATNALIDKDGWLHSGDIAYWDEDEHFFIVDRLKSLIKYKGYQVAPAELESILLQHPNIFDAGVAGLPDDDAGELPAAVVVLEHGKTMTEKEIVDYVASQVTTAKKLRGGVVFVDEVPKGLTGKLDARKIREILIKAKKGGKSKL
STAT3 blocker = reduces IL-6 driven STAT3 reporter signal. U3A cells, IL-6 STAT3-luciferase reporter, luminescence; host cell line lacks STAT1. inhibition, % at 5.5 µM. actives 0.89% (n = 190,000). AID 862;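 active means inhibition above the mean inhibition across all screened compounds plus 3 SD, cut at about 44% in these data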;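 further: 0% = DMSO only wells and 100% = 100 µM nifuroxazide control wells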
Hsp70 activator = switches on Hsp70 transcription. AID 1203. HeLa Hsp70 promoter luciferase reporter, luminescence; scaled: vehicle 0, proteasome-inhibitor control 100%. activation, % at 10 µM. actives 0.04% (n = 200,000);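 active means activation above the mean across all tested compounds plus 3 SD, cutoff set per campaign, cut at about 5.5% in these data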;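 further: 100% = MG132 at 30 µM as the positive control and 0% = DMSO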
APP 5UTR inh = APP translation inhibition; actives 0.82% (n = 190,000); SH-SY5Y APP 5'UTR-luciferase reporter, luminescence; inhibition, % at 2 µM;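 active means inhibition above a set limit, derived from the sample mean plus 3 SD, cut at about 45% in these data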; further: values of inactives mirror those of a sister screen read the other way
RAM network inh = yeast RAM network inhibition | S. cerevisiae dse1pr::URA3 reporter, 5-FOA growth OD615, 2 d; analog-sensitive cbk1-as2 kinase mutant strain | inhibition, % at 50 µM | actives 1.8% (n = 190,000) | AID 868;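 active means inhibition above a set limit, 3 SD over mean compound inhibition, cut at about 8.4% in these data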;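 further: 0% = DMSO-only wells with no growth and 100% = 10 µM 1-NA-PP1 full growth; inhibition rescues growth on 5-FOA so higher OD means more RAM inhibition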
STAT3 activator = increases IL-6 driven STAT3 reporter signal | U3A cells, IL-6 STAT3-luciferase reporter, luminescence; 100% = signal with IL-6 EC80 alone | activation (% of control), % at 5.6 µM | actives 0.91% (n = 190,000) | AID 871;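 active means activation above the screen-wide mean of compound activation plus 3 SD, cut at about 130% in these data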;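 further: 0% = background luminescence of wells with medium and substrate only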
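Material: human STAT1-deficient U3A cells with stable STAT3-luciferase reporter / Probe or stimulus: IL-6 stimulus at 33 ng/mL final / Schedule: 1 h compound pre-exposure, 6 h IL-6 stimulation, 37 °C / Technique: luminescence / Read-out basis: percent of IL-6-only median luminescence / Control set: IL-6-only high control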
APP 5'UTR act = activates APP 5'UTR luciferase reporter; SH-SY5Y APP 5'UTR luciferase reporter, luminescence; zero percent = DMSO vehicle wells; activation, % at 2 µM; actives 1% (n = 190,000); AID 1276;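 active means activation above a set limit, based on mean plus 3 SD of controls, cut at about 140% in these data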; further: values of inactives mirror those of a sister screen read the other way
STAT1 activator = increases IFN-gamma driven STAT1 reporter signal. NIH 3T3 STAT1-luciferase reporter, luminescence; 100% = IFN-gamma alone, no compound. activation (% of control), % at 5.5 µM. actives 2.6% (n = 200,000). AID 932;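 active means activation above the screen-wide mean activation plus 3 SD, cut at about 130% in these data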;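 further: raw ratio to IFN-gamma control signal so 100% means no change and 0% no light; values of inactives mirror those of a sister screen read the other way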
NF-kB neuron act = NF-kB expression increase, human neuronal cells | NF-kB reporter expression; stronger effect = higher value | fold change at 12.5 µM | actives 1.6% (n = 190,000) | AID 1239; in the data active means fold change above about 3.3
STAT1 blocker = inhibitors of IFN-gamma induced STAT1 signaling; NIH 3T3 STAT1-luciferase reporter, luminescence; inhibition, % at 5.5 µM; actives 0.35% (n = 200,000); AID 920;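 active means inhibition above a set limit, the mean inhibition across all tested compounds plus 3 SD, cut at about 34% in these data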;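 further: 0% = IFN-gamma with DMSO and 100% = IFN-gamma with 300 µM nifuroxazide; values of inactives mirror those of a sister screen read the other way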
An asterisk follows results filed as active.

SMILES | FLuc inhib CS | STAT3 blocker | Hsp70 activator | APP 5UTR inh | RAM network inh | STAT3 activator | APP 5'UTR act | STAT1 activator | NF-kB neuron act | STAT1 blocker
O=C(NCCN1CCCCC1)c1ccc(=O)oc1 | -4 | 4 | -0.2 | 14 | 2.4 | 97 | -14 | 94 | 1.3 | 0
O=C(Nc1nnc(CCN2CCCCC2)s1)c1ccccc1 | 0 | 13 | 0.2 | -10 | 0.5 | 94 | 10 | 102 | 1.5 | -4
Cn1c(CCN2CCCCC2)nc2cc([N+](=O)[O-])ccc21 | 2 | 8 | -0.1 | 5 | 0.0 | 98 | -5 | 100 | 1.3 | 1
O=[N+]([O-])c1cccc(-c2ccc(SCc3cccnc3)nn2)c1 | 3 | 23 | 0.5 | -27 | 1.2 | 89 | 27 | 118 | 1.2 | -20
O=C(O)c1ccc2c(c1)C(=O)N(CCC1=CCCCC1)C2=O | -3 | 11 | -0.2 | -28 | 1.8 | 94 | 28 | 97 | 0.98 | 4
CCOC(=O)CC1NC(=O)c2ccccc21 (stereo not drawn) | -7 | 10 | -0.3 | 17 | 0.9 | 95 | -17 | 94 | 1.4 | 7
CC1CC(=O)N(CC(=O)NCc2ccc3c(c2)OCO3)c2ccccc2S1 (stereo not drawn) | -5 | -5 | 0.0 | 14 | 6.0 | 107 | -13 | 102 | 0.9 | -2
O=C(N1CCN(c2ccccc2)CC1)C(F)(F)C(F)(F)F | -2 | 4 | 0.7 | 1 | 0.8 | 102 | -1 | 110 | 1.9 | -10
CCOC(=O)c1ccc(NC(=O)COc2ccc(S(=O)(=O)NC(C)(C)C)cc2)cc1 | -7 | 12 | -0.2 | 5 | 2.3 | 91 | -5 | 100 | 1.1 | 0
Cc1ccccc1Nc1nn2c(=O)c3ccccc3nc2s1 | 39 | 8 | 0.0 | -72 | 6.3 | 95 | 72 | 138* | 1.4 | -41

Sorted by number of heavy atoms (descending): some entries from above.
SMILES | FLuc inhib CS | STAT3 blocker | Hsp70 activator | APP 5UTR inh | RAM network inh | STAT3 activator | APP 5'UTR act | STAT1 activator | NF-kB neuron act | STAT1 blocker
CC1CC(=O)N(CC(=O)NCc2ccc3c(c2)OCO3)c2ccccc2S1 (stereo not drawn) | -5 | -5 | 0.0 | 14 | 6.0 | 107 | -13 | 102 | 0.9 | -2
O=C(N1CCN(c2ccccc2)CC1)C(F)(F)C(F)(F)F | -2 | 4 | 0.7 | 1 | 0.8 | 102 | -1 | 110 | 1.9 | -10
CCOC(=O)CC1NC(=O)c2ccccc21 (stereo not drawn) | -7 | 10 | -0.3 | 17 | 0.9 | 95 | -17 | 94 | 1.4 | 7

The results go on.
SMILES | FLuc inhib CS | STAT3 blocker | Hsp70 activator | APP 5UTR inh | RAM network inh | STAT3 activator | APP 5'UTR act | STAT1 activator | NF-kB neuron act | STAT1 blocker
CCOC(=O)c1sc2ncn(CC(=O)NCC3CCCO3)c(=O)c2c1C (stereo not drawn) | -4 | 10 | 0.1 | -2 | 0.7 | 95 | 2 | 97 | 1.4 | 5
Cc1ccc2cc(C#N)c(SCc3nnc(-c4ccccc4[N+](=O)[O-])o3)nc2c1 | -2 | 24 | -0.4 | -28 | 2.8 | 81 | 28 | 96 | 4.7* | 4
Cc1c(-c2cc[n+]([O-])cc2)oc2ccc(Br)cc2c1=O | -5 | 5 | -0.3 | 10 | 2.1 | 97 | -10 | 114 | 1.2 | -14
COCc1cc(=O)[nH]c(Nc2nc3ccc(C)cc3o2)n1 | 12 | -13 | -0.1 | 15 | 1.8 | 112 | -15 | 118 | 0.15 | -19
C=C(C)c1cccc(C(C)(C)NC(=O)N2CCCCC2CC)c1 (stereo not drawn) | -8 | -9 | -0.1 | 9 | 2.3 | 108 | -9 | 102 | 0.86 | -2
COc1ccc(CNC(=O)c2sc3nc4c(c(C(F)(F)F)c3c2N)CCC4)cc1 | -5 | 11 | -0.3 | 7 | 3.4 | 93 | -7 | 100 | 0.82 | 0
O=C(NCC1CCCO1)NC1CCCCC1 (stereo not drawn) | 1 | -6 | -0.2 | 7 | 0.6 | 106 | -7 | 95 | 1.1 | 5
C#CCOCCOCCOCCNc1nc(N2CCOCC2)nc(N2CCN(C(=O)[C@H]([C@@H](C)O)n3cc(CCCCN)nn3)CC2)n1 | -1 | 6 | 0.1 | -16 | -0.3 | 92 | 16 | 94 | 1.2 | 7
CCCCCOC(=O)Cc1c(O)c2ccccc2n(C)c1=O | -4 | 2 | -0.2 | 9 | -1.2 | 101 | -9 | 100 | 1.1 | 0
Cc1ccc(N2C(=O)c3ccccc3C2Nc2ccccc2)nc1 (stereo not drawn) | -6 | -5 | -0.1 | -32 | 2.2 | 108 | 32 | 107 | 1.2 | -8
CCC(C)NC(=O)C(Cc1ccccc1)NS(=O)(=O)c1cccc2nsnc12 (stereo not drawn) | -10 | -6 | -0.5 | -4 | 1.9 | 108 | 4 | 107 | 1 | -8
COc1ccc(-c2noc(CCC(=O)N3CCN(Cc4ccccc4)CC3)n2)cc1 | -5 | -3 | -0.5 | 8 | 0.8 | 102 | -8 | 98 | 1.1 | 5
Cc1nc2cc(NC(=O)CSc3nc4c(C)cccc4cc3C#N)ccc2s1 | -6 | -1 | 0.1 | -18 | 2.5 | 107 | 18 | 97 | 1 | 4
NC1=NC(=O)C(Cc2cc(Cl)ccc2Cl)S1 (stereo not drawn) | 2 | 6 | -0.4 | -2 | 3.3 | 100 | 2 | 98 | 1.3 | 2
CCc1cccc(CC)c1NC(=O)CN1CC(C)SC1=NC1CCCCC1 (stereo not drawn) | -5 | 0 | 0.0 | -4 | 0.3 | 104 | 4 | 102 | 0.97 | -3
Cc1ccc(-c2csc3ncnc(-n4nnc5ccccc54)c23)cc1C | 2 | 3 | -0.2 | 29 | 5.1 | 97 | -29 | 101 | 0.98 | -1
CCC(=O)c1ccc(OC(C)C(=O)NC2(C#N)CCCCC2)cc1 (stereo not drawn) | 0 | -2 | -0.3 | -20 | -0.9 | 103 | 20 | 94 | 1.2 | 6
O=C(COc1ccccc1-c1ccccc1)Nc1ccc(S(=O)(=O)NCc2ccco2)cc1 | -8 | -1 | -0.1 | -8 | 5.1 | 99 | 8 | 100 | 1.1 | 0
Cc1cc(S(=O)(=O)NC2CCCCC2)ccc1OCC(=O)NCc1ccccn1 | -6 | -16 | -0.3 | -9 | 1.4 | 115 | 9 | 97 | 1 | 3
CN(C(=O)CSc1nnc(-c2c[nH]c3ccccc23)o1)C1CCS(=O)(=O)C1 (stereo not drawn) | -1 | 16 | -0.4 | -6 | 0.6 | 88 | 6 | 100 | 1 | 0
COc1ccccc1C(=O)Nc1sc2c(c1C(=O)NCc1ccco1)CCCC2 | 3 | 12 | 0.0 | -15 | 1.8 | 94 | 15 | 105 | 1.1 | -5
Cc1ccc(C(=O)Nc2cnc3ccccc3c2)cc1 | 89* | 110* | -0.5 | 31 | 0.3 | 9 | -31 | 16 | 0.71 | 91*
COc1ccc(NC(=O)CN(C)S(=O)(=O)c2ccc(Cl)cc2)cc1Cl | -10 | 6 | 0.2 | -1 | 4.8 | 98 | 1 | 99 | 1.2 | 1
O=C(CN(C(=O)CNC(=O)c1cccs1)c1ccc2c(c1)OCCO2)NC1CCCC1 | -3 | -5 | 0.2 | 0 | -0.1 | 106 | 0 | 102 | 0.9 | -2
Cn1nnc2c(sc3nc(N4CCOCC4)c4c(c32)CCCC4)c1=O | -2 | 4 | -0.4 | -14 | 3.6 | 102 | 14 | 100 | 0.65 | 1
CCNC(=S)N/N=C/c1cccc(/C=N/NC(=S)NCC)c1 | -1 | 18 | 0.0 | -14 | 10.0* | 89 | 14 | 99 | 0.99 | -1
Nc1c(S(=O)(=O)c2ccccc2)c2nc3ccccc3nc2n1C1CC1 | -5 | 14 | -0.5 | -1 | 0.0 | 94 | 1 | 90 | 1.1 | 9
Cc1ccc(S(=O)(=O)NCCc2nnc3ccc(SCc4cccnc4)nn23)cc1 | 1 | 10 | -0.2 | -2 | 0.4 | 97 | 2 | 99 | 1 | -1
COCCNc1nc(=S)[nH]c2cc(OC)c(OC)cc12 | -10 | 6 | 0.1 | -4 | 3.2 | 99 | 4 | 105 | 1 | -6
Cc1ccc(NC(=O)CO/N=C/c2ccccc2C)c(C)c1 | -3 | 14 | -0.2 | -14 | 1.6 | 94 | 14 | 96 | 1.3 | 3
C=CCc1cccc(CNc2ccc(Br)cc2)c1O | -2 | 12 | -0.3 | -16 | -1.0 | 94 | 17 | 101 | 1.5 | -3
Cc1cccc2sc(NC(=O)c3cccc(S(=O)(=O)N4CCc5ccccc54)c3)nc12 | -7 | 5 | -0.3 | 2 | 4.5 | 98 | -2 | 99 | 0.95 | 1
Cc1ccccc1-n1c(SCC(=O)N/N=C/c2sccc2C)nc2ccccc2c1=O | -3 | 7 | -0.2 | 17 | 3.5 | 92 | -17 | 99 | 0.54 | 1
O=C(Nc1ccccc1N1CCOCC1)c1ccc2c(c1)C(=O)N(Cc1ccncc1)C2=O | -1 | 7 | 0.0 | 2 | 0.9 | 98 | -2 | 92 | 1 | 9
COc1ccc(C2NC(=O)NC(C)=C2C(=O)Nc2cccc(C)c2C)cc1 (stereo not drawn) | -5 | 9 | 0.0 | 9 | 3.5 | 99 | -9 | 99 | 0.83 | 1
O=C(CSc1nc(O)cc(=O)n1-c1ccccc1)Nc1ccc(Br)cn1 | 2 | 6 | -0.1 | 18 | 1.1 | 102 | -18 | 106 | 1 | -8
Cc1cc(C)n2nc(SCC(=O)N(C)C)nc2n1 | -7 | -6 | 0.1 | 8 | 0.5 | 109 | -8 | 105 | 1.1 | -6
CCOc1cc(/C=N/NC(=O)c2cccnc2)ccc1OCC(N)=O | -2 | -4 | -0.1 | 6 | 1.0 | 106 | -6 | 99 | 2.5 | 0
CC1(C)NC(=O)N(CC(=O)OCC(=O)Nc2cccc(F)c2)C1=O | -7 | -7 | -0.3 | 0 | 1.2 | 107 | 0 | 106 | 1.1 | -7
CC(=O)CSc1nc2ccc(Nc3nc(N4CCOCC4)nc(N4CCOCC4)n3)cc2s1 | -5 | 9 | -0.3 | 11 | 2.8 | 98 | -11 | 96 | 0.35 | 5
CCCC(=O)NC(=S)Nc1ccccc1F | -7 | 11 | -0.2 | -20 | -0.5 | 94 | 20 | 104 | 1.4 | -4
CCOC(=O)c1[nH]c2ccc(OCC)cc2c1NC(=O)CN1CCCC(C)C1 (stereo not drawn) | 0 | 0 | -0.3 | -9 | 1.1 | 102 | 9 | 108 | 0.86 | -9
CC(=O)N1CC(=O)N(Cc2ccccc2)/C(=C/c2ccccc2)C1=O | 0 | -2 | -0.3 | 8 | 2.8 | 105 | -8 | 100 | 0.82 | 0
S=C(Nc1ccc2nsnc2c1)N1CCCC1 | 1 | 17 | 0.0 | -37 | 1.0 | 87 | 37 | 115 | 1.8 | -18
COCCNC(=O)c1ccccc1NC(=O)Cc1ccccc1[N+](=O)[O-] | -3 | 4 | 0.8 | -8 | 1.1 | 107 | 8 | 98 | 1 | 1
CCn1c(COc2ccc(Cl)cc2)nnc1SCc1nc2ccccc2[nH]1 | -5 | 24 | -0.3 | -4 | 1.8 | 84 | 4 | 84 | 0.51 | 18
CCOCCCn1c(-c2ccc(Cl)cc2)n[nH]c1=S | -5 | 1 | -0.4 | 2 | -1.1 | 100 | -2 | 104 | 1 | -4

High-throughput results from PubChem BioAssay.
